VIM-2 inh: blocks Pseudomonas aeruginosa VIM-2 metallo-beta-lactamase | AID 1527 | hit rate 0.89% among 290,000 | inhibition, % at 5.6 µM | purified VIM-2, nitrocefin hydrolysis, epi-absorbance fluorescence;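 active means inhibition above the mean of all tested compounds plus 3 SD, cutoff set per screening run, cut at about 7.5% in these data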;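 further: red hydrolysis product quenches plate fluorescence so inhibitors raise well fluorescence; 0% = enzyme with DMSO and 100% = DMSO without enzyme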
M18AAP inhibitor: PfM18AAP enzyme inhibition; AID 1822; recombinant PfM18AAP, H-Glu-NHMec fluorogenic cleavage; inhibition, % at 7.35 µM; hit rate 1.2% among 290,000;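 active means inhibition above the campaign mean inhibition over all tested compounds plus 3 SD, cut at about 28% in these data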;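 further: 0% = plate median of test compound wells and 100% = 2 mM ZnCl2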
IDE cell inh: cellular human IDE inhibition; P14735; HEK cells, FAbetaB cleavage, fluorescence polarization; inhibition, % at 5.59 µM; hit rate 0.41% among 320,000; AID 434962;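 active means percent inhibition above the average of all tested compounds plus 3 SD, set per screening campaign, cut at about 16% in these data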;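 further: IDE supplied by intact live HEK cells; FP after avidin binding of uncleaved biotin substrate so inhibition keeps polarization high; 0% = DMSO wells and 100% = 60 µM reference IDE inhibitor Ii1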
pCIP destab: p/CIP protein destabilization. F442A p/CIP-EGFP cells, EGFP fluorescence, 16 h. decrease of EGFP signal, % at 10 µM. hit rate 0.01% among 290,000;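 active means EGFP signal decrease of at least 30% at 10 µM or well 3 SD below plate mean, unless failing retest; inactive means the rest, including hits failing retest or dose response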; further: some compounds called inactive have numbers as strong as hits; many of its hits are not listed in these tables
Target sequence (Q05BA5 1-1403): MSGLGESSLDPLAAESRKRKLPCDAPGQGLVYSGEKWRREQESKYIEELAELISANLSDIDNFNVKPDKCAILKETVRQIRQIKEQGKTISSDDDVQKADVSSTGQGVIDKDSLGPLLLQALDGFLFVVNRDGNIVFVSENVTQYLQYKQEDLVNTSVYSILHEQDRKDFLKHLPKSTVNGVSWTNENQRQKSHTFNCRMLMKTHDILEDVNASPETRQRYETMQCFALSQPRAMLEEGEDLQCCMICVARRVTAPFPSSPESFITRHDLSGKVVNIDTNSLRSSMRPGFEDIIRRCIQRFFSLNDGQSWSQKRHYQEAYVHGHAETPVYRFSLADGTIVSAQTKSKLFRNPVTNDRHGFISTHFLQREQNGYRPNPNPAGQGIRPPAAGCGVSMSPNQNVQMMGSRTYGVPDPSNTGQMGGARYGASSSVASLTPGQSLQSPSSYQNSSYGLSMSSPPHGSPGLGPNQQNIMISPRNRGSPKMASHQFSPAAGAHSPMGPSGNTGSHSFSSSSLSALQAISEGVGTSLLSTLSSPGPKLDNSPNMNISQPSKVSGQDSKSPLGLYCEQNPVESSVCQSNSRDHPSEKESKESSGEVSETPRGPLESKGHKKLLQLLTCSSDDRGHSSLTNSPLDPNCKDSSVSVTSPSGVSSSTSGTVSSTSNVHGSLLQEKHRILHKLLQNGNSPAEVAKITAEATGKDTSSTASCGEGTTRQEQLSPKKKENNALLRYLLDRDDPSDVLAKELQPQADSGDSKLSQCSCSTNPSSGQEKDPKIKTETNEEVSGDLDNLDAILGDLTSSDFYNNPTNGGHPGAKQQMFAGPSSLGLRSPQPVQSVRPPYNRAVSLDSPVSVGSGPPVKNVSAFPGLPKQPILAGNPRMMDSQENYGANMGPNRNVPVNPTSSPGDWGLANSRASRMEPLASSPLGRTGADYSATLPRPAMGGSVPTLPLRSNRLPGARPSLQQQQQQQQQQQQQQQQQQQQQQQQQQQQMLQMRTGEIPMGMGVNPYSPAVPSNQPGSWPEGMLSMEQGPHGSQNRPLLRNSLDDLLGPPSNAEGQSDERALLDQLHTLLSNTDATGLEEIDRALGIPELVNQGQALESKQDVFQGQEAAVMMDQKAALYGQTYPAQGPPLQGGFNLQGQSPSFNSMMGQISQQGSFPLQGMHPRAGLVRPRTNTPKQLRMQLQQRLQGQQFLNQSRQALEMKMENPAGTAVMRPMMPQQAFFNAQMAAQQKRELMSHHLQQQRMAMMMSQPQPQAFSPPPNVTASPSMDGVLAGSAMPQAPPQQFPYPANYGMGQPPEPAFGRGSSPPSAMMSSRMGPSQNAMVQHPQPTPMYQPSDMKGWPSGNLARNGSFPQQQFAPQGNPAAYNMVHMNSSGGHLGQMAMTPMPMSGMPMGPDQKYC
IDE cell activ: IDE (human) activation, cell-based | HEK cells, FAbeta-B cleavage, fluorescence polarization; 0% vehicle, 100% cell-free pure enzyme wells | P14735 | hit rate 0.073% among 340,000 | activation, % at 5.96 µM;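 active means activation above the mean of all tested compounds plus 3 SD, set per screening campaign, cut at about 17% in these data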
IMP-1 inh: blocks Pseudomonas aeruginosa IMP-1 metallo-beta-lactamase; purified IMP-1, nitrocefin hydrolysis, epi-absorbance fluorescence; inhibition, % at 5.6 µM; hit rate 0.45% among 290,000; AID 1556;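 active means inhibition above the mean plus 3 SD of all compounds in the same screening run, cut at about 4.5% in these data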;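 further: 0% = IMP-1 with DMSO and 100% = DMSO wells lacking enzyme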
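System – purified recombinant IMP-1 beta-lactamase · Input – IMP-1 dispensed at 0.2 nM · Timing – 15 min preincubation plus 25 min reaction at 25 °C · Signal – Epi-absorbance fluorescence, 480 nm excitation, 530 nm emission · Measure – percent IMP-1 inhibition derived from blank-referenced optical density · Controls – Enzyme-plus-DMSO low control, enzyme-free DMSO high control · Replication – singlicate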
HCV NS3 hel inh: HCV NS3 helicase inhibition. NS3 helicase DNA unwinding, Cy5 molecular beacon fluorescence. inhibition, % at 10.9 µM. hit rate 0.56% among 290,000. AID 1800;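 active means inhibition above the mean of all tested compounds plus 3 SD, set per campaign, cut at about 35% in these data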;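 further: 0% = DMSO wells and 100% = thioflavine S control wells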
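Compound dosing – single dose, 10.9 µM nominal final, DMSO 0.8% final · System – NS3 helicase fragment of HCV · Buffer or medium – MOPS pH 6.5, MgCl2, DTT, Tween20, BSA · Signal – Cy5 beacon fluorescence read at start and 1 h · Also added – annealed dual-labelled DNA beacon duplex, ATP-started · Schedule – 1 h at 25 °C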
UBC9 SUMO inh: inhibitors of human SUMOylation (UBC9); hit rate 0.36% among 290,000; inhibition, % at 35 µM; P63279; HTRF SUMOylation assay, SAE1/SAE2 + UBC9, in vitro; in the data active means inhibition above about 50%, passing the limit was not always enough; further: strong numbers were not always called active
DNA FID counter: fluorescent intercalator displacement, NS3 helicase counter-screen; DNA fluorescent intercalator displacement, fluorescence; inhibition, % at 7.9 µM; hit rate 0.17% among 290,000; AID 1845; in the data active means inhibition above about 37%;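 further: 0% = vehicle and 100% = reference compound; higher means more ethidium bromide displaced from hairpin DNA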
* = called active by the depositor; · = not tested or not shown.

SMILES | VIM-2 inh | M18AAP inhibitor | IDE cell inh | pCIP destab | IDE cell activ | IMP-1 inh | HCV NS3 hel inh | UBC9 SUMO inh | DNA FID counter
Cn1c(=NC(=O)c2ccccc2[N+](=O)[O-])sc2cccc(F)c21 | -3.7 | -2 | -5 | -7 | 6 | -3.1 | -6 | 11 | 0
O=C(CNS(=O)(=O)c1ccc(Br)s1)N1CCN(c2ncccn2)CC1 | -2.8 | 9 | · | -2 | 5 | -1.6 | 22 | 8 | -4
O=C(Oc1cccc(C(=S)N2CCOCC2)c1)c1cc([N+](=O)[O-])cc([N+](=O)[O-])c1 | -1.2 | -13 | 5 | 2 | 3 | -2.8 | 10 | -11 | -3
Oc1cccc(/C=N/Nc2cc(N3CCOCC3)nc(N3CCOCC3)n2)c1 | -1.4 | 5 | 9 | -21 | -1 | -1.8 | -19 | 7 | -22
Cc1cc(C)cc(NC(=O)CN2CCN(C(=O)C3CCCO3)CC2)c1 (stereo unspecified) | -2.6 | 7 | -1 | -11 | -3 | -2.1 | -4 | 7 | -14
Cc1ccc2nc(-c3cccnc3)c(NC3CCCC3)n2c1 | -1.0 | 8 | 13 | 2 | -4 | -3.5 | -7 | -10 | -14
CSc1nnc(-c2ccccc2)c(=O)[nH]1 | -0.5 | -12 | 0 | -1 | 3 | -3.1 | -8 | 14 | -4
CC1=NNC(=O)C1CCC(=O)N/N=C/C=C/c1ccccc1 (stereo unspecified) | 0.1 | 0 | 2 | -1 | 1 | -2.2 | 3 | 10 | -3
C=CCn1c(SCC(=O)NCc2ccc3c(c2)OCO3)nnc1C1CCCCC1 | -1.2 | -2 | 1 | -9 | 4 | -2.1 | 4 | 21 | -26
Cc1onc(-c2ccccc2)c1C(=O)Nc1ccc(Cl)cn1 | -3.6 | 3 | -3 | -4 | 5 | -3.0 | 1 | 10 | -8
Cc1ccccc1NC(=O)c1cccc(NC(=O)c2ccco2)c1 | -3.5 | -5 | 5 | -2 | 5 | -5.6 | -2 | -2 | -5
COc1cc(/C=N/NC(=S)NC(C)C)ccc1OCC(=O)Nc1c(C)cc(C)cc1C | -5.3 | -1 | 1 | -10 | 6 | -1.9 | -9 | 5 | -4
COc1ccc(N2CCN(CCCNC(=O)CN3C(=O)COc4ccccc43)CC2)cc1 | -2.2 | 7 | 9 | -6 | -3 | -2.6 | 7 | 5 | 10
CCOC(=O)N1CCN(c2nc3ccc(C)cc3n3cnnc23)CC1 | 3.4 | -10 | · | 9 | 2 | -0.8 | 0 | 2 | -13
O=C(NCC(=O)N(c1ccccc1F)C(C(=O)NC1CCCC1)c1ccncc1)c1ccco1 (stereo unspecified) | -1.3 | -6 | -2 | 1 | 2 | -0.7 | -3 | -10 | -18
COc1cc(C(=O)Oc2cc(C)cc(C)c2)cc(OC)c1OC | -2.3 | 0 | 2 | -1 | 1 | -1.9 | 6 | 16 | -10
CC(NCCc1ccc(O)cc1)C(O)c1ccc(O)cc1 (stereo unspecified) | -4.2 | 3 | 1 | 0 | -2 | -3.4 | 0 | -3 | -2
COc1cccc(NC(=O)COc2ccc(Br)c(C)c2)c1 | 1.2 | 4 | 0 | -7 | -1 | -1.7 | -6 | -24 | -20
CCc1cc(=O)oc2c3c(cc(OCC(=O)NCCC(=O)O)c12)OC(C)(C)CC3 | 1.8 | 7 | 0 | 18 | 4 | -5.3 | 13 | 38 | -28
O=C(CCC1CCN(Cc2ccc(C#CCCO)cc2)CC1)NC1CC1 | -2.3 | 1 | 5 | 12 | 2 | 0.1 | -1 | 0 | -2
Cc1oc(-c2ccccc2F)nc1CS(=O)(=O)CC(=O)N1CCCCCC1 | -3.8 | -5 | -5 | -17 | -1 | -1.7 | 5 | 5 | -19
CCCc1ccc(OCC(O)CN2CCc3ccccc3C2)cc1 (stereo unspecified) | -0.7 | -2 | 2 | 11 | 0 | -0.6 | -40 | 4 | 13
COc1ccccc1CNC(=O)C1CCC(CNc2c(N3CCCCC3)c(=O)c2=O)CC1 (stereo unspecified) | -1.0 | -7 | 11 | 7 | 3 | -2.1 | -13 | -2 | -38
COc1cccc(C(=O)/C=C/Nc2ccc(S(=O)(=O)Nc3cnc4ccccc4n3)cc2)c1 | -1.8 | 3 | 9 | -5 | -3 | -0.7 | 16 | -1 | -16
Cn1c(/C=C/c2ccc([N+](=O)[O-])o2)nc2ccccc2c1=O | 1.4 | -2 | 3 | -44 | 5 | 0.4 | 20 | 13 | -4

In a second layout: entries from further up
Fields: VIM-2 inh | M18AAP inhibitor | IDE cell inh | pCIP destab | IDE cell activ | IMP-1 inh | HCV NS3 hel inh | UBC9 SUMO inh | DNA FID counter
Cn1c(=NC(=O)c2ccccc2[N+](=O)[O-])sc2cccc(F)c21
    -3.7 | -2 | -5 | -7 | 6 | -3.1 | -6 | 11 | 0
O=C(CNS(=O)(=O)c1ccc(Br)s1)N1CCN(c2ncccn2)CC1
    -2.8 | 9 | · | -2 | 5 | -1.6 | 22 | 8 | -4
O=C(Oc1cccc(C(=S)N2CCOCC2)c1)c1cc([N+](=O)[O-])cc([N+](=O)[O-])c1
    -1.2 | -13 | 5 | 2 | 3 | -2.8 | 10 | -11 | -3
Oc1cccc(/C=N/Nc2cc(N3CCOCC3)nc(N3CCOCC3)n2)c1
    -1.4 | 5 | 9 | -21 | -1 | -1.8 | -19 | 7 | -22
Cc1cc(C)cc(NC(=O)CN2CCN(C(=O)C3CCCO3)CC2)c1 (stereo unspecified)
    -2.6 | 7 | -1 | -11 | -3 | -2.1 | -4 | 7 | -14
Cc1ccc2nc(-c3cccnc3)c(NC3CCCC3)n2c1
    -1.0 | 8 | 13 | 2 | -4 | -3.5 | -7 | -10 | -14
CSc1nnc(-c2ccccc2)c(=O)[nH]1
    -0.5 | -12 | 0 | -1 | 3 | -3.1 | -8 | 14 | -4
CC1=NNC(=O)C1CCC(=O)N/N=C/C=C/c1ccccc1 (stereo unspecified)
    0.1 | 0 | 2 | -1 | 1 | -2.2 | 3 | 10 | -3
C=CCn1c(SCC(=O)NCc2ccc3c(c2)OCO3)nnc1C1CCCCC1
    -1.2 | -2 | 1 | -9 | 4 | -2.1 | 4 | 21 | -26
Cc1onc(-c2ccccc2)c1C(=O)Nc1ccc(Cl)cn1
    -3.6 | 3 | -3 | -4 | 5 | -3.0 | 1 | 10 | -8
Cc1ccccc1NC(=O)c1cccc(NC(=O)c2ccco2)c1
    -3.5 | -5 | 5 | -2 | 5 | -5.6 | -2 | -2 | -5

Continuation:
SMILES | VIM-2 inh | M18AAP inhibitor | IDE cell inh | pCIP destab | IDE cell activ | IMP-1 inh | HCV NS3 hel inh | UBC9 SUMO inh | DNA FID counter
O=C(CNS(=O)(=O)c1ccccc1)OCC(=O)c1ccccc1Cl | 0.1 | 10 | 4 | 0 | 7 | -1.3 | 22 | 0 | -15
Cc1c(NC(=O)c2csc3c2CCCC3)c(=O)n(-c2ccccc2)n1C | -3.2 | -3 | 2 | -12 | -1 | -4.6 | -5 | -2 | -12
CCn1c(SCC(=O)Nc2ccc3c(c2)OCCO3)nnc1-c1ccccn1 | -3.2 | -5 | 1 | -6 | -6 | -2.5 | 13 | 10 | -25
CCc1cccc(Nc2c3c(nc4ncnn24)CCC3)c1 | 9.9* | -1 | 9 | -14 | 2 | -4.4 | 17 | 8 | -28
CCn1cc(/C=C(\NC(=O)c2ccccc2F)C(=O)NCCN2CCOCC2)c2ccccc21 | -3.3 | 10 | 6 | -7 | 6 | -3.3 | -11 | -3 | 20
Cc1cccc2cc(CN(C(=O)c3cnccn3)C3CCCCC3)c(Cl)nc12 | -0.6 | 2 | -1 | 1 | 3 | -2.2 | -9 | -14 | -33
COc1ccc(CC(=O)Nc2ccc(S(=O)(=O)Nc3nccs3)cc2)cc1 | -0.4 | -4 | 4 | -2 | -3 | -0.8 | 6 | 6 | -10
O=C1N/C(=N\N=C\c2ccccn2)SC1Cc1cccc(SC(F)F)c1 (stereo unspecified) | -1.4 | 1 | 3 | -8 | 3 | -3.0 | 2 | -4 | 1
CCc1ccc(C(O)(CC(C)C)C(CN2CCOCC2)c2ccccc2)cc1 (stereo unspecified) | -0.5 | -5 | · | 2 | -1 | -3.1 | -30 | -6 | -12
O=C(Nc1ccc2c(c1)OCCO2)c1ccc(Br)cc1 | -0.7 | -5 | 5 | -3 | 5 | -0.3 | 3 | 9 | -4
COc1cc(Cl)c(NS(=O)(=O)c2ccc(-c3ccc(=O)[nH]n3)o2)c(OC)c1 | -0.4 | -6 | -2 | 0 | 4 | 1.6 | -4 | 18 | -7
COc1ccccc1NC(=O)Cn1c2ccccc2c2nc3n(c(=O)c21)CCS3 | 0.8 | 2 | 2 | 3 | 2 | -0.6 | -3 | -3 | -3
O=C(CSc1n[nH]c(-c2ccco2)n1)N1c2ccccc2Sc2ccccc21 | -0.8 | -11 | 3 | -3 | 4 | -2.1 | 3 | -13 | -17
Cc1ccc2[nH]c(O)c(N=O)c2c1 | -3.4 | -8 | -2 | -11 | 6 | -5.2 | 14 | -8 | -1
COc1ccccc1N1CCN(Cc2ccc(OC)c3ccccc23)CC1 | 0.8 | -4 | 4 | 6 | 4 | 0.3 | -31 | -34 | 8
COc1cc(S(=O)(=O)N2CCN(C(=O)c3ccccc3F)CC2)c(OC)cc1NC(C)=O | 0.9 | -6 | · | 13 | -4 | -0.7 | 6 | 0 | -4
C=CCOC(=O)C1=C(C)NC(C)=C(C(=O)OCC=C)C1c1ccc(O)cc1 | · | · | 3 | -3 | 3 | · | · | 28 | ·
CC(C)(C)OC(=O)CNC(=O)c1[nH]cnc1C(=O)NC1CCN(C(=O)OC(C)(C)C)CC1 | -2.4 | 2 | 1 | -6 | 3 | -4.5 | 0 | 5 | -45
O=S(=O)(c1ccc(Cl)cc1)c1ccccn1 | -2.6 | 3 | -5 | 4 | 7 | -1.1 | -2 | -4 | 3
CC(=O)c1ccc(NC(=O)C2CCCN(C(=O)c3ccc(Cl)cc3)C2)cc1 (stereo unspecified) | -1.3 | -1 | 2 | -6 | · | -3.5 | -5 | -11 | -13
CCN(CC)S(=O)(=O)c1ccc2c(c1)N(CC(=O)NCC1CCCO1)C(=O)CO2 (stereo unspecified) | -1.8 | -2 | 3 | 0 | 1 | -0.4 | 7 | 11 | -9
O=C(Cn1ncn2c(cc3sccc32)c1=O)NC1CCCC1 | -3.2 | 0 | 1 | -6 | 3 | -0.8 | 3 | 6 | -3
Cc1noc(C)c1S(=O)(=O)N(C)CC(=O)NCc1ccccc1 | -3.0 | 0 | -1 | 6 | 3 | -4.9 | 5 | -12 | -1
O=C(c1ccc([N+](=O)[O-])cc1)N1CCN(C(=O)c2cccnc2)CC1 | -1.6 | -4 | 0 | 4 | 0 | -1.1 | 13 | -1 | 6
Cc1cccc(Cc2c(C)[nH]c(=O)c(C#N)c2C)c1 | -2.5 | 2 | 4 | -10 | 5 | -1.3 | 0 | 0 | -5
